Screening data: PubChem, several laboratories
Tat transport = blocks Tat-dependent protein export in E. coli; E. coli MC4100 TorA-mCherry Tat export, fluorescence; actives 0.036% (n = 340,000); inhibition, % at 10 µM;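 active = mean replicate inhibition at least 50% and at least half of replicates individually reaching 50%; inconclusive = only one of the two criteria met; inactive = neither criterion met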;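 also: exported cargo escapes ClpAP degradation while cytoplasmic cargo is degraded and loses fluorescence; 0% = median of neutral control wells and 100% = median of NaSCN control wells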
Rtt109 HAT inh = blocks Candida albicans Rtt109/Vps75 acetyltransferase activity; AID 540336; inhibition, % at 34.9 µM; Q5AAJ8; actives 0.16% (n = 330,000); purified Rtt109/Vps75, ThioGlo CoA-SH fluorescence, 4 h;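 active = inhibition of at least 50% in every replicate; inconclusive = best replicate reaches 50% inhibition but some replicates fall short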
CDK5 p35 inh = CDK5/p35 (human) kinase inhibition; Q00535+Q15078; Recombinant CDK5/p35, ADP-Glo luminescence, 60 min; inhibition, % at 10 µM; actives 0.01% (n = 330,000); AID 488839;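 active = highest replicate inhibition of at least 50% and at least 75% of replicates reaching 50%; inconclusive = only one of the two criteria met; inactive = both criteria failed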;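 also: plate controls were DMSO neutral control for no effect and GW8510 at 10 µM for full effect; many of its hits are not listed in these tables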
Target sequence (Q00535 whole entry, looked up): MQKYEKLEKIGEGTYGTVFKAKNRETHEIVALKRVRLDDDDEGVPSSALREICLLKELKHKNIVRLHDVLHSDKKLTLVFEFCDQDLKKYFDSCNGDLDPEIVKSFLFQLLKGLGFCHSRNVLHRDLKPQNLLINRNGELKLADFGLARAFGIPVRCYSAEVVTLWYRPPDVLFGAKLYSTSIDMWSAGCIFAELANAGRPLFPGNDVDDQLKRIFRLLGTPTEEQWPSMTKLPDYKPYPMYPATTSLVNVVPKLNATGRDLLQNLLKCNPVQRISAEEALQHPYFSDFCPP
Target sequence (Q15078 whole entry, looked up): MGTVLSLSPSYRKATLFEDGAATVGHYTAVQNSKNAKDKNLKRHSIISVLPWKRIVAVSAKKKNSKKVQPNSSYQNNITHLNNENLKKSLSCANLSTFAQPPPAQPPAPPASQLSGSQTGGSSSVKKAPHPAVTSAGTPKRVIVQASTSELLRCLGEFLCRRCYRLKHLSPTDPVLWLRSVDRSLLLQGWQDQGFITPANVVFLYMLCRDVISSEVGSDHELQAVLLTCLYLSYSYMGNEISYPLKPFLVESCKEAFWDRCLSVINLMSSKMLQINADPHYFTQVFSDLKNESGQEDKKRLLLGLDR
MITF TRPM1 HTS = activators of MITF-driven TRPM1 promoter activity in SK-MEL-5 cells. SK-MEL-5 TRPM1-promoter luciferase, 24 h; % of positive control, neutral wells = 0. activation, % at 12.5 µM. actives 0.75% (n = 300,000);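 active = mean activation of at least 80% with every replicate also reaching 80%; inconclusive = mean reaches 80% but some replicate falls short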;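 also: 0% = neutral control wells and 100% = parthenolide positive control wells; values of inactives mirror those of a sister screen read the other way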
dFosB act = enhances mouse delta FosB homodimer DNA binding; P13346; purified delta FosB, TAMRA-CDK5 oligo fluorescence polarization; percent of positive-control signal above neutral wells; actives 0.99% (n = 340,000); activation, % at 25 µM; AID 493131;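 active = mean activation above about 17%, with every replicate also reaching it, limit read from the data, passing the limit was not always enough; inconclusive = only one of the two conditions met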;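 also: fluorescence polarization rise as delta FosB binds a TAMRA Cdk5 AP-1 oligo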
Target sequence (P13346 whole entry, looked up): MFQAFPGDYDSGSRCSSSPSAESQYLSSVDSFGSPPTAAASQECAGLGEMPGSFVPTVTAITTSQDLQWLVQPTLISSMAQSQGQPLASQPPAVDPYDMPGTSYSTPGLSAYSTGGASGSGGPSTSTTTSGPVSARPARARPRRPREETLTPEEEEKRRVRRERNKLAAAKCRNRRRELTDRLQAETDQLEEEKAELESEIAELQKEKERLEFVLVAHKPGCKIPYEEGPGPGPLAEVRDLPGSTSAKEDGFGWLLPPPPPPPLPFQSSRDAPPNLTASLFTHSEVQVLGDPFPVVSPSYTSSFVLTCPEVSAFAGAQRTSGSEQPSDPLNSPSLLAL
RTF Ca sens act = cardiac RTF calcium sensitization; IANBD-labeled TnC RTF fluorescence at EC20 calcium; 0% EC20 calcium, 100% full calcium; actives 0.24% (n = 340,000); activation, % at 7.2 µM; AID 493008;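 active = activation above the mean over all tested compounds plus 3 SD, cut at about 30% in these data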;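 also: rise in fluorescence read as greater calcium sensitivity of cardiac thin filaments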
Wnt bcat act = Wnt/beta-catenin pathway activation. Wnt/beta-catenin reporter cell assay, activator, plate reader. activation, % at 9.35 µM. actives 1.2% (n = 300,000); in the data active = activation above about 30%, passing the limit was not always enough; inconclusive = no clear call, values can overlap the other calls;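 also: 0% = neutral control wells and 100% = positive control wells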
V-ATPase pH = yeast V-ATPase proton transport regulation by pHLuorin. S. cerevisiae, pHLuorin cytosolic pH fluorescence. actives 0.37% (n = 350,000). response, % at 10 µM; in the data active = response mostly above about 7.3%, no sharp cut-off; inactive = mostly below about 5.4%; also: actives read high; inactives centre near 0; some compounds called inactive have numbers as strong as hits; reference of the scale not given here
CAL PDZ FP-1 = inhibitors of human CAL PDZ peptide binding; actives 0.02% (n = 330,000); purified CAL PDZ, TMR-peptide fluorescence polarization, 1 h; AID 504414; Q9HD26; inhibition, % at 20 µM;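 active = highest replicate inhibition of at least 40%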;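 also: plate controls were DMSO neutral control wells for no effect and unlabeled competitor peptide control wells for full effect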
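Assay system – tagged CAL PDZ protein CerCALP, purified · Timing – 1 h at RT · Compound – single point, 20 µM · Measured by – fluorescence polarization from S- and P-plane intensities, G-factor corrected · Evaluation – inhibition from polarization loss · Probe or stimulus – TMR reporter peptide T*-PRC34 · Buffer or medium – pH 7.4 phosphate-saline buffer, reducing agent, detergent, IgG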
CAL PDZ FP-2 = inhibitors of human CAL PDZ peptide binding | Q9HD26 | purified CAL PDZ, TMR-peptide fluorescence polarization, 1 h | inhibition, % at 24.9 µM | actives 0.92% (n = 300,000) | AID 602252;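 active = mean inhibition of at least 30% with at least half of replicates also reaching 30%; inconclusive = no clear call, values can overlap the other calls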;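 also: 0% = DMSO neutral control and 100% = excess unlabeled competitor peptide PRC23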
Numbers without * were called inactive; u = inconclusive; x = not tested or not shown. Compounds as they come; overall some 4.1% were active at least once.

[1] Cc1ccc(CSCCNC(=O)CN(c2ccc(F)cc2)S(C)(=O)=O)cc1
[2] N=c1n(CCO)c2ccccc2n1CCOc1ccc(Cl)cc1Cl
[3] C=C1SC(=Nc2ccccc2Cl)N(C(=O)c2sc3ccccc3c2Cl)C1(C)C
[4] CCCCc1nnc(NC(=O)c2oc3ccc(OC)cc3c2C)s1
[5] O=S1(=O)c2ccccc2Nc2ccccc21
[6] CSc1cccc(NC(=O)C2CCN(S(=O)(=O)c3ccc4c(c3)NC(=O)CO4)CC2)c1
[7] O=C(NCCCn1ccnc1)C(=O)NCC(c1ccco1)N1CCN(c2ccc(F)cc2)CC1 (stereo unspecified)
[8] CCOc1nc(-c2ccccc2O)nc2ccccc12
[9] COc1ccc(S(=O)(=O)Nc2cccc(F)c2C)cc1C(=O)N1CCOCC1
[10] O=C(NNc1ncnc2c1cnn2-c1ccc(F)cc1)c1cccs1
screen / no.,1,2,3,4,5,6,7,8,9,10
Tat transport,-2,-3,-10,10,-6,4,1,7,-8,1
Rtt109 HAT inh,-2,4,-18,0,8,14,-14,-7,2,-7
CDK5 p35 inh,-3.6,0.2,0.2,-2.0,2.1,-4.0,-0.4,-0.8,-0.4,1.7
MITF TRPM1 HTS,x,-3,19,55,4,-9,-2,-18,-2,-2
dFosB act,-10,4,-8,-23,9,-1,-17,4,14,-16
RTF Ca sens act,3,1,-8,-8,1,-1,-1,4,-1,6
Wnt bcat act,-1,-4,8,8,4,-2,-1,-1,0,-1
V-ATPase pH,1,-3,4,-1,1,-3,4,-4,3,8
CAL PDZ FP-1,0.4,-1.5,0.1,-1.8,-1.5,-3.8,-0.8,-1.2,0.6,-1.0
CAL PDZ FP-2,0,x,-6,-2,3,-2,1,-9,-2,1

[11] COc1ccc2[nH]c3c(c2c1)CCN1C(=O)C(CC(=O)NCCCn2ccnc2)C[C@H](C(=O)N2CCOCC2)[C@@]31CCC1CCCC1 (stereo partly specified)
[12] COc1ccc2[nH]c(=O)c(CN(C(=O)c3ccco3)C(C)C)cc2c1
[13] COc1ccc(OCc2cc(C(=O)N3CCCCCC3)no2)c(Cl)c1
[14] COC(=O)c1ccc(NC(=O)c2cc3sccc3n2C)cc1
[15] O=C(O)C1CCN(C(=O)c2ccco2)CC1
[16] COc1cc(CC(=O)Nc2nc(-c3ccccc3)c(C(C)=O)s2)cc(OC)c1OC
[17] COc1ccc(OC(=O)c2cccnc2)cc1
[18] Cc1cc(NC(=O)CSc2nc(C(C)C)nc3sc4c(c23)CCC(C)C4)no1 (stereo unspecified)
[19] CCOc1cccc(C(=O)Nc2ccccc2N2CCN(C(=O)C(C)C)CC2)c1
[20] COc1cccc(NC(=O)CC(=O)c2ccccc2)c1
screen / no.,11,12,13,14,15,16,17,18,19,20
Tat transport,-8,1,-7,-1,-7,-8,-3,4,1,5
Rtt109 HAT inh,-4,45,-2,4,4,5,-8,-3,9,-2
CDK5 p35 inh,-0.9,4.0,0.0,-1.4,-0.6,0.6,-0.2,-0.2,-0.8,0.6
MITF TRPM1 HTS,4,0,u,30,8,0,6,-5,x,80
dFosB act,-17,1,0,-7,-6,-15,-3,-7,-10,1
RTF Ca sens act,-6,5,-4,2,-1,-3,3,-7,3,2
Wnt bcat act,-1,-1,17,19,-1,0,x,1,-4,33*
V-ATPase pH,-1,-2,-4,-1,5,0,-2,-5,-3,2
CAL PDZ FP-1,-7.1,-0.3,-1.9,-2.9,-0.5,-2.5,-1.2,-0.9,-2.4,-0.3
CAL PDZ FP-2,1,-5,-1,-1,-1,-1,-4,-2,-3,-1

[21] O=C(Oc1c(CN2CCOCC2)cc(Cl)c2cccnc12)c1cccs1
[22] O=C(CCl)Nc1ccccc1Sc1ccccc1
[23] CCS(=O)(=O)N1CCN(C2CCC(c3ccccc3)CC2)CC1 (stereo unspecified)
[24] Cn1c2c(c3ccccc31)CC/C2=N\O
[25] CCCCCCC(=O)N/N=C1\CCCc2ccccc21
[26] CCC(=O)Oc1ccc(C(=O)Nc2ccc3c(c2)C(=O)N(C2CCCCC2)C3=O)cc1
[27] Cc1nc(-c2ccccc2)nc2[nH]c(-c3ccccc3)cc(=O)c12
[28] CCN(Cc1ccccc1)C(=O)CN1C(=O)NC(CC)(c2ccc(F)cc2)C1=O (stereo unspecified)
[29] CCN(CC)S(=O)(=O)c1ccc(C(=O)Nc2ccc(OCC(=O)N3CCOCC3)cc2)cc1
[30] CCCC(c1nnnn1C(C)(C)C)N1CCN(c2ccccc2)CC1 (stereo unspecified)
screen / no.,21,22,23,24,25,26,27,28,29,30
Tat transport,3,4,1,6,2,-7,11,-2,5,-4
Rtt109 HAT inh,6,5,-9,-3,4,-8,3,-4,-6,2
CDK5 p35 inh,-0.7,0.0,0.2,0.1,-0.2,0.4,0.1,0.9,0.9,1.1
MITF TRPM1 HTS,-71,-16,1,21,3,15,22,8,-1,-1
dFosB act,-14,0,-5,-5,-18,1,2,-6,-7,3
RTF Ca sens act,3,0,-4,-6,0,-5,1,-7,5,3
Wnt bcat act,47*,-8,x,x,-1,x,6,-1,x,-2
V-ATPase pH,2,4,4,8,-3,0,-7,-1,-1,-1
CAL PDZ FP-1,-0.6,-2.4,-3.0,-0.8,-0.2,-0.3,-1.0,-0.7,-1.2,0.0
CAL PDZ FP-2,-1,-5,-2,2,x,-4,-3,-4,-5,2

[31] NS(=O)(=O)c1cccc(NC(=O)CCc2ccc(S(=O)(=O)N3CCOCC3)cc2)c1
[32] Cc1ccc(C(=O)NC(C(=O)OCc2cn3cc(Cl)ccc3n2)C(C)C)cc1 (stereo unspecified)
[33] COc1ccc(N2CCN(S(=O)(=O)CCNC(=O)C34CC5CC(CC(C5)C3)C4)CC2)cc1
[34] COc1cccc(NC(=O)Cc2ccccc2)c1
[35] NC(=O)C1CCN(CCC(=O)Nc2ccc3c(c2)CCC3)CC1
[36] CC/C(=N\NC(=O)Nc1ccccc1)c1ccccc1
[37] COc1ccc(OC)c(S(=O)(=O)n2ccc(C)n2)c1
[38] COc1ccc(/C=C/C(=O)Oc2cc(C)[nH]c(=O)c2[N+](=O)[O-])cc1OC
[39] Cc1cccc(N(C(=O)Cc2cccs2)C(C(=O)NCc2ccco2)c2ccncc2)c1 (stereo unspecified)
[40] CC(C)c1nc2oc3c(NCCO)ncnc3c2c2c1COC(C)(C)C2
screen / no.,31,32,33,34,35,36,37,38,39,40
Tat transport,5,-8,2,17,-6,9,-10,-5,2,16
Rtt109 HAT inh,-6,0,-8,1,18,16,-3,4,-3,8
CDK5 p35 inh,-2.1,-0.8,1.2,-0.6,1.4,-0.5,-0.4,0.8,1.0,-2.8
MITF TRPM1 HTS,-2,-15,-12,69,x,-12,x,0,7,x
dFosB act,-3,-8,0,-2,-3,4,0,-1,-9,-19
RTF Ca sens act,17,0,-1,5,4,-14,-2,12,x,0
Wnt bcat act,-2,2,1,u,-9,0,1,2,2,2
V-ATPase pH,0,0,-6,8,-2,-3,-3,2,-1,3
CAL PDZ FP-1,-2.0,-0.5,-3.2,-2.1,-4.5,-1.5,0.4,-0.5,-1.1,0.9
CAL PDZ FP-2,0,-5,-3,-2,1,-1,-2,-3,-2,x

[41] Cc1ccc2c(CC(=O)OCC(=O)Nc3ccc(Cl)cn3)coc2c1
[42] O=C(NCc1ccco1)C(Cc1ccccc1)N1C(=O)C2C3C=CC(C3)C2C1=O (stereo unspecified)
[43] O=C(Nc1cccc(F)c1)c1ccc(S(=O)(=O)N2CCCC2)cc1
[44] COC(=O)c1ccc(C(=O)N2CCCC(Nc3ccc(C(C)C)cc3)C2)cc1 (stereo unspecified)
[45] C=CCn1c(SCC#N)nc2ccccc2c1=O
[46] COc1ccc(C(C(=O)NC2CCCC2)N(CC2CCCO2)C(=O)Cc2cccs2)cc1OC (stereo unspecified)
[47] CN1CCN(c2ccc([N+](=O)[O-])cc2C(=O)Nc2ccccc2)CC1
[48] COc1ccc(S(=O)(=O)CC(=O)c2cc3cc(Br)ccc3oc2=O)cc1
[49] CCc1cccc2c(C(=O)COC(=O)c3c(C)noc3C)c[nH]c12
[50] CCOc1ccc2nc(N(CCN(CC)CC)C(=O)c3ccc([N+](=O)[O-])cc3)sc2c1
screen / no.,41,42,43,44,45,46,47,48,49,50
Tat transport,1,-1,-5,-4,4,-3,1,6,-6,1
Rtt109 HAT inh,-6,0,0,11,3,7,9,-2,-5,0
CDK5 p35 inh,1.7,-3.6,-1.1,0.1,3.6,0.5,-0.2,-0.1,-1.9,0.0
MITF TRPM1 HTS,-4,-11,13,-2,2,2,13,4,19,-10
dFosB act,-7,-9,10,-7,-1,-5,-4,-16,-7,-7
RTF Ca sens act,-4,1,3,-3,-5,0,2,2,10,6
Wnt bcat act,0,-1,-4,2,x,-3,x,-1,-4,-3
V-ATPase pH,4,0,-1,-4,1,-4,1,1,-1,7
CAL PDZ FP-1,-0.8,-3.6,-0.5,-1.7,x,-2.0,-3.2,-0.1,-0.4,0.4
CAL PDZ FP-2,x,4,x,-5,1,-1,-3,x,x,-2

[51] Cc1nnc(SCC(=O)N(C)C2CCS(=O)(=O)C2)n1Cc1ccccc1 (stereo unspecified)
[52] COc1ccccc1NC(=O)CSc1nnnn1C1CCCC1
[53] CCN1C[C@@H]2[C@@H]3C(=O)N(C)C(=O)[C@@H]3[C@](CC)(C1=O)N2C(=O)c1ccccc1
[54] O=C(CCCCl)OCc1cn(-c2ccc(Cl)cc2)nn1
[55] Cc1[nH]n(-c2ccccc2)c(=O)c1/C=N/NC(=O)c1ccc(O)cc1O
screen / no.,51,52,53,54,55
Tat transport,1,-7,2,-3,1
Rtt109 HAT inh,1,1,6,-3,-5
CDK5 p35 inh,1.7,0.6,1.4,0.2,0.4
MITF TRPM1 HTS,-10,-10,18,4,-4
dFosB act,-5,-7,3,0,-16
RTF Ca sens act,-1,0,-2,x,-4
Wnt bcat act,1,-2,-1,-1,x
V-ATPase pH,-4,-7,-3,-1,3
CAL PDZ FP-1,-0.9,-0.3,-0.8,-0.9,0.5
CAL PDZ FP-2,0,-3,-3,4,4

Rewritten tab-delimited: part of the list above
no.	smiles	Tat transport	Rtt109 HAT inh	CDK5 p35 inh	MITF TRPM1 HTS	dFosB act	RTF Ca sens act	Wnt bcat act	V-ATPase pH	CAL PDZ FP-1	CAL PDZ FP-2
2	N=c1n(CCO)c2ccccc2n1CCOc1ccc(Cl)cc1Cl	-3	4	0.2	-3	4	1	-4	-3	-1.5	x
3	C=C1SC(=Nc2ccccc2Cl)N(C(=O)c2sc3ccccc3c2Cl)C1(C)C	-10	-18	0.2	19	-8	-8	8	4	0.1	-6
4	CCCCc1nnc(NC(=O)c2oc3ccc(OC)cc3c2C)s1	10	0	-2.0	55	-23	-8	8	-1	-1.8	-2
5	O=S1(=O)c2ccccc2Nc2ccccc21	-6	8	2.1	4	9	1	4	1	-1.5	3
